Source: PubChem (National Center for Advancing Translational Sciences (NCATS))
Tau fluor counter: counter-screen for tau fibril formation inhibitors | tau K18 P301L Alexa594 fluorescence, heparin fibrillization | Potency, µM (highest dose often 57.7 µM), inactives show top-dose activity change, negative = decrease | hit rate 0.93% among 280,000 | AID 1463; further: potency means the concentration at half of the fitted maximal effect; on the % scale 0 is the no-effect control and ±100 the full control effect; nearly all actives have a fitted effect of over 55% in size
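Human tau K18 P301L (15 uM unlabeled, 0.24 uM Alexa 594-labeled) in 100 mM sodium acetate pH 7 with 20 uM heparin, 6 hr at 37 C. ThT 30 uM added, 1 hr ambient; Alexa 594 FP and total fluorescence read at 555/632 nm.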
TexasRed fluor: Texas Red fluorescence interference in TRb-SRC2 counter-screen; AID 1479; Potency, µM (titrated, usually from 106 µM), for the others: at the highest dose fluorescence change, negative = quenching; TRb/SRC2 Texas Red total fluorescence interference; hit rate 0.29% among 280,000; active means well fitted curve in either direction with a large enough effect; inconclusive means small, poorly fitted or top-dose-only effect; further: potency means the concentration at half of the fitted maximal effect; on the % scale 0 is the no-effect control and ±100 the full control effect
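Human TRβ ligand-binding domain (0.6 uM) and Texas Red SRC2 peptide (20 nM) in Tris buffer with 1 uM T3 and 5% DMSO were incubated with pinned compound for 5 hr at ambient temperature. Total fluorescence was computed as S + 2P (555/632 nm).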
CBFb-RUNX1 inh: CBF-beta/RUNX1 interaction disruption; Potency, µM (top dose mostly 59.8 µM), inactives show at the highest dose activity, negative = inhibition, most hits filed as inhibitors; 230,000 tested, under 10 active; Q01196+Q13951; AID 1477; AlphaScreen CBFb-His/RUNX1-biotin binding, biochemical; further: % of control where 0% means no effect
Target sequence (Q01196 whole entry, looked up): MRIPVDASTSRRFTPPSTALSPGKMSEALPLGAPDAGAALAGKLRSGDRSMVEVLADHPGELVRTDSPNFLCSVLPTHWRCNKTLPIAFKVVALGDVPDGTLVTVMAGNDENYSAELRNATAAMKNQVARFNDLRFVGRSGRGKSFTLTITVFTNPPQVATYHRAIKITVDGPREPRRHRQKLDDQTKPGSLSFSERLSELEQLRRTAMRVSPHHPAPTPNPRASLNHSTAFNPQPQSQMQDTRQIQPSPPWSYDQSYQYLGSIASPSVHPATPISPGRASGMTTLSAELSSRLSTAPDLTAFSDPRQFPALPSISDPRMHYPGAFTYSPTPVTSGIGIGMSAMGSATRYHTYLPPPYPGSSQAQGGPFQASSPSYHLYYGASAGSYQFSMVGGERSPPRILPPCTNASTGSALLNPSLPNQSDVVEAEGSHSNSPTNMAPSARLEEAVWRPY
Target sequence (Q13951 whole entry, looked up): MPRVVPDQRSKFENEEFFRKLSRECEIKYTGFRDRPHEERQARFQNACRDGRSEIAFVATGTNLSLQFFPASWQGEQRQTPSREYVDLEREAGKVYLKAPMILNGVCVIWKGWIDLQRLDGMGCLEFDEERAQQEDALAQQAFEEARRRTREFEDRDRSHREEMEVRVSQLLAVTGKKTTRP
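CBFb-His/RUNX1-biotin, 30 nM each, preincubated 20 min RT; compound 15 min RT; Ni + streptavidin beads 50 ng each, 90 min RT; AlphaScreen read.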
Epigenetic derep: epigenetic control regulation, reporter derepression; murine LDR cells, GFP reporter derepression, 30 h; Potency, µM (series often up to 53.9 µM), inactives show at the top dose GFP activation, actives largely listed as activators; hit rate 0.2% among 280,000; AID 1865; further: potency means the concentration at half of the fitted maximal effect; % of control where 0% means no effect; nearly all actives have a fitted effect of over 60% in size
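Murine LDR cells bearing a silenced CMV-driven GFP reporter were exposed to compound for 30 h at 37 C. After PBS washes, GFP-positive cells (20-120 um objects) counted by laser-scanning microplate cytometry.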
NPSR antagonist: neuropeptide S receptor (human) antagonism, cAMP; Q6W5P4; CHO-NPSR cells, cAMP TR-FRET, antagonist mode; Potency, µM (series often up to 38.3 µM), inactives show top-dose activity change, negative = inhibition, most hits filed as inhibitors; hit rate 1% among 220,000; further: potency means the concentration at half of the fitted maximal effect; on the % scale 0 is the no-effect control and ±100 the full control effect; nearly all actives have a fitted effect of over 50% in size; many of its hits are not listed in these tables
GLA spleen mod: inhibits or activates alpha-galactosidase in human spleen homogenate | P06280 | human spleen homogenate, 4MU-alpha-Gal fluorescence, 40 min | Potency, µM (highest dose often 80 µM), for the others: top-dose activity change, negative = inhibition, hits mostly inhibitors | hit rate 0.008% among 240,000 | AID 2107;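 further: potency means the concentration at half of the fitted maximal effect; 0% = enzyme with vehicle and -100% = no enzyme basal signal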
Target sequence (P06280 32-429 limits assumed): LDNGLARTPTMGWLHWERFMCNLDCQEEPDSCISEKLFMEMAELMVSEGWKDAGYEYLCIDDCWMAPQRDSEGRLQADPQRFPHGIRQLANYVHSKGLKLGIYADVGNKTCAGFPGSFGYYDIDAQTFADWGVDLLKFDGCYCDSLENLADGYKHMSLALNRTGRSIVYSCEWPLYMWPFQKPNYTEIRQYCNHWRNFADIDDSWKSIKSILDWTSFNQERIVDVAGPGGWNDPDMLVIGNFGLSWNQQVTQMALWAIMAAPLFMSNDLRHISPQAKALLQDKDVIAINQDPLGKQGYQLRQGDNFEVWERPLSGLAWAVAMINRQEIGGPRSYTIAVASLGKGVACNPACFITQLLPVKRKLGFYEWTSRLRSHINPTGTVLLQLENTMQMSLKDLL
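Human spleen homogenate (1 ug) as enzyme source, 4-methylumbelliferyl-alpha-D-galactopyranoside 1 mM final, citrate/phosphate pH 5.0 with 0.01% Tween-20. Compounds 40 min at 37C, NaOH/glycine stop; fluorescence Ex 365/Em 440, Hill-fit AC50.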
TRb SRC2 PPI: disrupts binding of human TR beta to SRC2. P10828. TRbeta-SRC2 peptide binding, fluorescence polarization; receptor liganded with 1 µM T3. Potency, µM (titrated, usually from 106 µM), inactives show at the top dose activity change, negative = inhibition, hits mostly inhibitors. hit rate 0.065% among 280,000. AID 1469;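 further: potency means the concentration at half of the fitted maximal effect; plate controls were bound peptide for no effect and peptide without receptor for full effect; nearly all actives have a fitted effect of over 50% in size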
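Read-out is fluorescence polarization (555 nm excitation, 632 nm emission) of a Texas Red SRC2 coactivator peptide; loss of signal reflects blocked binding to human TRb ligand-binding domain in the presence of 1 uM T3.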
Tau fibril FP: tau fibrillization inhibition (FP); P10636; AID 1468; K18 P301L tau heparin fibrillization, Alexa594 FP, 6 h; hit rate 0.39% among 280,000; Potency, µM (titrated, usually from 57.7 µM), without a hit: at the top dose activity, negative = inhibition, hits mostly inhibitors; further: potency means the concentration at half of the fitted maximal effect; on the % scale 0 is the no-effect control and ±100 the full control effect; nearly all actives have a fitted effect of over 55% in size
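Recombinant K18 P301L […], labeled with Alexa 594 at 0.24 uM over 15 uM unlabeled; heparin inducer 20 uM final; 37 C, 6 hr; FP endpoint.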
Numbers without * were called inactive; ? = inconclusive; · = not tested or not shown; [ ] = remark or other dose. Unless noted, the call rests on the fitted dose curve; in most records, active means well fitted curve in the direction sought with a large enough effect; inconclusive means small, poorly fitted or top-dose-only effect, or another doubt; inactive means no such curve, though single readings can be large; an effect the other way counts as inactive or inconclusive. A portion of the library; count on the stated rates, not on these rows.

molecule	GLA spleen mod	Tau fluor counter	TRb SRC2 PPI	CBFb-RUNX1 inh	Tau fibril FP	Epigenetic derep	NPSR antagonist	TexasRed fluor
Cc1cc(C)cc(OCC(=O)NCC(c2ccc(Cl)cc2)N2CCCCC2)c1 (stereo not given)	·	-4%	-1%	·	10%	4.8%	·	6%
O=C(CSc1nccn1Cc1ccccc1)NC1CCCC1	·	1%	4%	·	6%	-4.0%	·	-2%
CCc1cccc(NC(=O)C2CCCN2S(=O)(=O)c2ccc3nc(-c4ccccc4)[nH]c3c2)c1 (stereo not given)	·	14µM*[quencher]	-2%	·	32µM*	0.8%	·	-3%
CC(C)Cc1cc(-c2ccco2)c(C#N)c(N)n1	8%	-9%	2%	-16%	-2%	-3.4%	-5%[46.1 µM]	-3%
Cc1noc(/C=C/N(C)C)c1S(=O)(=O)N1CCCC(C(=O)NCc2ccco2)C1 (stereo not given)	-4%	-28%	-1%	-4%	?	1.0%	3%[46.1 µM]	-8%
CCS(=O)(=O)n1nc(-c2cccnc2)nc1NCc1ccc(F)cc1	-8%	-9%	4%	-1%	-10%	-2.8%	0%	0%
CC1SC(c2ccccc2Cl)NC1=O (stereo not given)	-5%	-3%	5%	-3%	3%	-2.4%	-8%[46.1 µM]	0%
CC(=O)N1CCc2cc(CNC(=O)Nc3ccccc3C(F)(F)F)ccc21	·	4%	9%	·	3%	1.7%	·	-8%
O=C(Nc1ccccc1N1CCCCC1)c1ccc(F)cc1	5%	-15%	1%	15%	4%	-0.7%	?	0%
CC(C(=O)NC(=O)NC1CCCCC1)N1CCN(c2ccccn2)CC1 (stereo not given)	-11%	-3%	0%	2%	-4%	-1.3%	-1%[46.1 µM]	-2%
CCN(CC)CCNC(=O)C(=O)NCC(c1cccnc1)N1CCN(c2ccc(F)cc2)CC1 (stereo not given)	·	-6%	-3%	·	11%	0.8%	·	-3%
Cc1ccc(NC(=O)Cn2c(SCc3ccc(F)cc3)nc3cccnc32)cc1F	·	-13%	-4%	·	-12%	3.7%	·	?

Further structures
molecule	GLA spleen mod	Tau fluor counter	TRb SRC2 PPI	CBFb-RUNX1 inh	Tau fibril FP	Epigenetic derep	NPSR antagonist	TexasRed fluor
CCOc1ccc(N(CC)S(=O)(=O)N2CCCC(C(=O)NCc3ccc(Cl)cc3)C2)cc1 (stereo not given)	·	-22%	-12%	·	5%	-2.1%	·	-1%
O=C(Nc1cccc(Oc2ccc3c(c2)C(=O)NC3=O)c1)c1cccs1	-12%	?	-17%	-6%	?	0.0%	12%	-3%
COC(CNC(=O)c1ccc2c3c(onc13)-c1ccccc1C2=O)OC	0%	16µM*[quencher]	-1%	-27%	?	0.1%	?	3%
CCC1CCCCN1CCNC(=O)CCS(=O)(=O)c1ccc(Br)cc1 (stereo not given)	5%	-3%	-4%	-1%	2%	0.0%	10%[46.1 µM]	-8%
Cc1nn(C)cc1CNC(=O)C1(C)CC1(Cl)Cl (stereo not given)	-1%	5%	0%	-3%	5%	-1.0%	11%	-5%
O=C(C1CCN(c2nc3ccccc3[nH]2)CC1)N1CCN(c2cccc(Cl)c2)CC1	·	-17%	-2%	·	7%	1.6%	·	0%
NNC(=O)CN1CCN(c2ncc(C(F)(F)F)cc2Cl)CC1	-4%	1%	1%	8%	-1%	1.1%	11%	-3%
CCSC1=C(C#N)C(c2ccccc2Cl)CC(=O)N1 (stereo not given)	-3%	1%	-9%	-2%	-1%	-0.2%	2%[46.1 µM]	-1%
CC(/C=C1\SC(=S)N(C(C(=O)O)c2ccccc2)C1=O)=C\c1ccccc1 (stereo not given)	1%	-13%	3%	-27%	-13%	-0.3%	9%[7.67 µM]	-3%
N#Cc1cccc(C(c2nnnn2CCc2ccccc2)N2CCN(C3CCCCC3)CC2)c1 (stereo not given)	-9%	4%	-11%	8%	9%	-14%	?	-1%
COc1ccc(NS(=O)(=O)c2ccc3c(c2)CCN3C(=O)CCC(=O)O)cc1Cl	·	-13%	1%	·	-14%	1.1%	·	-6%
CC(=O)NCC(=O)OCC(=O)c1ccc(Br)cc1	7%	0%	2%	5%	-14%	0.0%	4%	-1%

(continued)
molecule	GLA spleen mod	Tau fluor counter	TRb SRC2 PPI	CBFb-RUNX1 inh	Tau fibril FP	Epigenetic derep	NPSR antagonist	TexasRed fluor
Cc1nc(N)sc1C(=O)N/N=C/c1ccco1	2%	-9%	2%	-3%	-5%	3.2%	-4%	-7%
CCCn1nnc(NC(=O)c2ccc3c(c2)OCO3)n1	-3%	-10%	-9%	3%	0%	0.1%	-18%	-1%
CCOC(=O)C(=O)NCc1ccc(/C=C2/N=C(C)C(C(=O)OCC)=C2O)o1	-4%	-19%	-6%	3%	-8%	0.8%	36%	0%
COc1ccc(OC)c(C(=O)COC(=O)c2cc(C)oc2C)c1	-11%	-19%	-3%	13%	0%	1.2%	-21%[46.1 µM]	2%
Cc1cccc(NC(=O)Cn2c(SCC(=O)NCc3ccccc3)nc3ccccc32)c1C	·	-10%	-2%	·	-10%	-1.7%	·	-3%
Cc1cccc(N(Cc2ccccc2)C(=O)CCl)c1	-1%	7%	1%	9%	14%	0.1%	-36%	1%
CCOC(=O)c1cccc(NC(=O)CNC(=O)C2CCCCC2)c1	-3%	-10%	-2%	-1%	-1%	-2.1%	6%[46.1 µM]	1%
CCOC(=S)SCC(=O)Nc1nc(-c2ccccc2)cs1	2%	-25%	2%	3%	-2%	0.0%	-6%	-2%
CCOC(=O)N1CCN(c2c(NCCc3ccc(OC)c(OC)c3)c(=O)c2=O)CC1	-8%	0%	-3%	-2%	6%	-2.7%	-4%[46.1 µM]	-2%
Cc1ccc(S(=O)(=O)/N=C2\SC(CC(=O)Nc3ccc(F)cc3)C(=O)N2c2ccccc2)cc1 (stereo not given)	-6%	5%	-5%[53 µM]	-3%	-3%	0.2%	-16%	0%[53 µM]
O=C(C1CC(c2ccc(F)cc2)=NO1)N1CCCc2ccccc21 (stereo not given)	-1%	-11%	-3%	6%	1%	-1.0%	-3%[46.1 µM]	-6%
COC(=O)c1ccc(NC(=O)CC2C(=O)N(C)C(=S)N2Cc2ccc(S(N)(=O)=O)cc2)cc1 (stereo not given)	0%	-8%	11%	8%	-11%	-2.0%	12%	-1%

Next section, overlapping the part above by 3 compounds.
molecule	GLA spleen mod	Tau fluor counter	TRb SRC2 PPI	CBFb-RUNX1 inh	Tau fibril FP	Epigenetic derep	NPSR antagonist	TexasRed fluor
Cc1ccc(S(=O)(=O)/N=C2\SC(CC(=O)Nc3ccc(F)cc3)C(=O)N2c2ccccc2)cc1 (stereo not given)	-6%	5%	-5%[53 µM]	-3%	-3%	0.2%	-16%	0%[53 µM]
O=C(C1CC(c2ccc(F)cc2)=NO1)N1CCCc2ccccc21 (stereo not given)	-1%	-11%	-3%	6%	1%	-1.0%	-3%[46.1 µM]	-6%
COC(=O)c1ccc(NC(=O)CC2C(=O)N(C)C(=S)N2Cc2ccc(S(N)(=O)=O)cc2)cc1 (stereo not given)	0%	-8%	11%	8%	-11%	-2.0%	12%	-1%
CCOC(=O)c1ccccc1NC(=O)CN1C(=O)CC(c2ccco2)Sc2ccccc21 (stereo not given)	·	-20%	-7%	·	0%	0.0%	·	-11%
O=C(CC1(O)C(=O)N(CCc2ccccc2)c2ccc(Br)cc21)c1ccccc1O (stereo not given)	·	?	3%	·	1%	?	·	-3%
N=c1n(CCO)c2ccccc2n1Cc1ccc(Cl)cc1	0%	3%	-5%	-2%	0%	-4.0%	3%[46.1 µM]	-3%
C=CCSc1nc2sc3c(c2c(=O)[nH]1)CCC3	-4%	7%	3%	3%	14%	6.2%	-8%	-3%
CC1C/C(=N\Nc2ccc(S(N)(=O)=O)cc2[N+](=O)[O-])CC(C)(C)C1 (stereo not given)	-2%	?	-5%	5%	7%	0.9%	?	1%
Cc1nn(C)c2c1c(C(F)(F)F)cc(=O)n2CC(=O)N1CCN(c2ccccc2F)CC1	·	-6%	-3%	·	6%	0.0%	·	-2%
COc1ccccc1NC(=O)CSC1=Nc2ccccc2C2=NC(CCC(=O)NCc3cccs3)C(=O)N12 (stereo not given)	·	-10%	5%	·	2%	-1.3%	·	3%
O=C(Cc1ccc(Cl)cc1)Nc1nnc2n1CCS2	·	-3%	5%	·	2%	2.2%	·	-4%
CN(C)c1ccc(CNCCC2(O)CCOC(C)(C)C2)cc1 (stereo not given)	17%	-1%	-12%	6%	-15%	-8.6%	-7%[46.1 µM]	-1%
Cc1csc(SCC(=O)Nc2cccc(S(=O)(=O)N3CCOCC3)c2)n1	11%	15%	-3%	4%	8%	-1.6%	4%	1%
COCCNC(=O)c1ccc2c3n(nc2c1)-c1ccc(C)cc1CO3	-2%	-2%	-1%	16%	-3%	10%	14%	-4%
O=C(Cc1n[nH]c(=O)c2ccccc12)Nc1ccc(-c2nnc3n2CCCCC3)cc1	-1%	-1%	-5%	5%	-2%	-0.2%	-4%[46.1 µM]	-3%

Later entries
molecule	GLA spleen mod	Tau fluor counter	TRb SRC2 PPI	CBFb-RUNX1 inh	Tau fibril FP	Epigenetic derep	NPSR antagonist	TexasRed fluor
CNC(=O)CNC(=O)Nc1ccc(C)cc1	0%	1%	-9%	7%	0%	1.2%	17%	-1%
C[N+](C)(C)CCOP(=O)([O-])OC[C@H](O)CO	9%	-7%	-1%	7%	-5%	0.1%	-4%	-6%
CSc1nc(-c2ccco2)nn1S(C)(=O)=O	-4%	5%	-4%	7%	7%	-1.0%	-1%[46.1 µM]	-1%
O=C(NOC(=O)c1ccccc1Cl)c1cccs1	-3%	-15%	-4%	-6%	7%	0.8%	10%[46.1 µM]	-6%
O=C(OCc1nc2scc(-c3ccccc3)c2c(=O)[nH]1)c1cc(Cl)ccc1[N+](=O)[O-]	-2%	?	3%	-6%	?	-0.9%	-22%	1%
COc1ccc(C(=O)C2CCCN(C(=O)c3cc(C)nc(C)n3)C2)cc1OC (stereo not given)	0%	-3%	1%	-1%	-4%	1.1%	-7%	-3%
